Screening data: PubChem, National Center for Advancing Translational Sciences (NCATS)
POLB inh – DNA polymerase beta (human) inhibition; Pol beta primer extension/strand displacement, fluorescence kinetic; Potency, µM (series often up to 114 µM), without a hit: at the highest dose activity change, negative = inhibition, actives largely listed as inhibitors; AID 485314; actives 1.3% (n = 340,000); P06746; note: potency is the fitted concentration of half-maximal effect; % is set by controls: 0 for no effect and ±100 for the full control effect
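Enzyme-only controls used 10 nM Pol beta; buffer lacking enzyme served as negative control. Compound preincubated 15 min, then 50 nM substrate added; 0 and 10 min reads at room temperature.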
RXFP1 antag – RXFP1 (human) relaxin receptor antagonism; Q9HBX9; HEK293-RXFP1, relaxin-stimulated cAMP HTRF, 30 min; hits give low values; activity change, negative = inhibition, % at 57.5 µM; actives 0.59% (n = 350,000); AID 1259400;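 active = activity change of -60% or lower, but not beyond a set lower limit; inconclusive = change between -60% and -40%, or beyond the set limit; inactive = change above -40%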; note: % is set by controls: 0 for no effect and ±100 for the full control effect
APE1 inh – APE1 (human) endonuclease inhibition; P27695; Potency, µM (highest dose often 65.8 µM), for inactives: top-dose activity change, negative = inhibition, most hits filed as inhibitors; recombinant APE1, TAMRA/BHQ-2 abasic DNA cleavage fluorescence; actives 0.35% (n = 350,000); AID 2517;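 note: potency is the fitted concentration of half-maximal effect; plate controls were vehicle for no effect and reference inhibitor for full effect; nearly all actives have a fitted effect of over 55% in size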
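Activity was derived from the fluorescence gain between first and third kinetic reads (60 s intervals, ex 525/em 598 nm) after 50 nM THF-abasic TAMRA/BHQ-2 duplex was added to 0.75 nM APE1 preincubated 15 min with compound.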
POLI inh – inhibitors of human DNA polymerase iota; Pol iota fluorescent replication assay, 10 min; Potency, µM (titrated, usually from 115 µM), without a hit: at the highest dose activity, negative = inhibition, most hits filed as inhibitors; actives 1% (n = 390,000); note: potency is the fitted concentration of half-maximal effect
Target sequence (Q9UNA4 whole entry, looked up): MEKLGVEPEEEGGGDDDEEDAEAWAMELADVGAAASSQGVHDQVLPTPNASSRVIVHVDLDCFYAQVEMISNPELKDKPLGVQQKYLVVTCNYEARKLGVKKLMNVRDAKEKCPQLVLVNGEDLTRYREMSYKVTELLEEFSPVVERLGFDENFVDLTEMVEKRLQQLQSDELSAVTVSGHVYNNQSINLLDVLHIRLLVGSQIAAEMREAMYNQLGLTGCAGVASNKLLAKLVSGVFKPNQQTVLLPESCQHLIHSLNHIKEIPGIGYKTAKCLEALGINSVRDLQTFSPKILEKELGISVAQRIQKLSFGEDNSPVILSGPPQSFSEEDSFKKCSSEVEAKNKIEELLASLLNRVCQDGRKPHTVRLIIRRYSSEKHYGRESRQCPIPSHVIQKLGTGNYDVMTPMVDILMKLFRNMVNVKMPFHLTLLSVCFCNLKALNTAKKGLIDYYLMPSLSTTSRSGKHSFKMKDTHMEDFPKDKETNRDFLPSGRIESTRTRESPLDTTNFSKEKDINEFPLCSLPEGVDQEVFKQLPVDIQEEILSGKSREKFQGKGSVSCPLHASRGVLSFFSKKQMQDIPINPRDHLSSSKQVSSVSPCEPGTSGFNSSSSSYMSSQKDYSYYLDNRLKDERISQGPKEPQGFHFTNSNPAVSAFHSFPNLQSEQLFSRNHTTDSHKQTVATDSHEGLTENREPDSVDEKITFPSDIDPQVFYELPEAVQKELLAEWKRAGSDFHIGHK
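Fluorescent replication assay read twice, at 0 min and 10 min after adding 50 nM (final) substrate. Enzyme (10 nM) and compounds were first incubated 15 min at room temperature; enzyme-free buffer wells were negative controls.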
POLH inh – inhibitors of human DNA polymerase eta; Q9Y253; recombinant Pol eta, fluorescent DNA replication assay; Potency, µM (titrated, usually from 114 µM), for inactives: top-dose activity change, negative = inhibition, actives largely listed as inhibitors; actives 1.2% (n = 390,000); AID 588591; note: potency is the fitted concentration of half-maximal effect; % is set by controls: 0 for no effect and ±100 for the full control effect
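Pol eta (10 nM) was preincubated with compounds for 15 min at room temperature, after which fluorescent replication substrate (50 nM final) was added to start the reaction. Fluorescence was read kinetically at 0 and 10 min.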
POLK inh – inhibitors of human DNA polymerase kappa. Q9UBT6. purified Pol kappa, fluorescent DNA synthesis assay, 10 min. Potency, µM (doses to about 107 µM), for the others: at the highest dose activity, negative = inhibition, hits mostly inhibitors. actives 0.53% (n = 400,000). AID 588579; note: potency is the fitted concentration of half-maximal effect; % is set by controls: 0 for no effect and ±100 for the full control effect
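Kinetic fluorescence readout at 0 and 10 min followed reaction start with substrate at 50 nM final. Beforehand, enzyme (10 nM Pol kappa) stood 15 min with compound at room temperature; buffer-only wells were negative controls.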
BLM helicase inh – Bloom syndrome helicase (human) inhibition; recombinant BLM DNA unwinding, fluorescence dequenching; Potency, µM (highest dose often 56.1 µM), inactives show top-dose activity change, negative = inhibition, most hits filed as inhibitors; actives 0.2% (n = 350,000); AID 2528;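 note: potency is the fitted concentration of half-maximal effect; plate controls were vehicle for no effect and no enzyme for full effect; nearly all actives have a fitted effect of over 35% in size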
Anesthetic bind – candidate novel general anesthetic via apoferritin binding. Potency, µM (series often up to 77.5 µM), inactives show top-dose activity change, negative = displacement, actives largely listed as inhibitors. P02791. apoferritin/1-aminoanthracene competitive binding, fluorescence. actives 0.074% (n = 350,000); note: potency is the fitted concentration of half-maximal effect; % is set by controls: 0 for no effect and ±100 for the full control effect; nearly all actives have a fitted effect of over 20% in size
Target sequence (P02791 2-175 limits assumed): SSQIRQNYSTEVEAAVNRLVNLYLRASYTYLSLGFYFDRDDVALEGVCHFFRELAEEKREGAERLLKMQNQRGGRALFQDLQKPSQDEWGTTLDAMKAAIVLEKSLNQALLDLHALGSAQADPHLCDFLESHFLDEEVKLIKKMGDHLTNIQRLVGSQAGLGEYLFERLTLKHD
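In PBS, apoferritin at 10 uM is loaded with 1-AMA from a 50% saturated solution. After 10 min of compound exposure at ambient temperature, reduced 535 nm fluorescence indicates probe displacement.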
PGK inhibitor – T. brucei PGK inhibition. PGK/GAPDH coupled, Kinase-Glo luminescence, 60 min. P07378. actives 0.043% (n = 380,000). Potency, µM (series often up to 57.5 µM), for inactives: at the highest dose activity change, negative = inhibition, hits mostly inhibitors; note: potency is the fitted concentration of half-maximal effect; % is set by controls: 0 for no effect and ±100 for the full control effect; nearly all actives have a fitted effect of over 60% in size
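Luminescent ATP detection (Kinase-Glo Plus) follows a 60-minute room-temperature incubation, with wells lacking PGK as controls. Buffer: 100 mM TEA (pH 7.6), 5 mM MgCl2, 0.01% Tween-20. Coupling enzyme GAPDH (100 nM final) supplies unstable 1,3-BPG in-well.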
The depositor's hits bear a star; i = inactive; ? = inconclusive; · = not tested or not shown; & = joins results of further samples; [ ] = another dose, or the depositor's remark. Unless noted, calls come from the whole dose curve; as a rule, active = well fitted curve in the direction sought with a large enough effect; inconclusive = small, poorly fitted or top-dose-only effect, or another doubt; inactive = no such curve, though single readings can be large; an effect the other way counts as inactive or inconclusive. Only part of the results is shown, so the mix of outcomes need not match the whole.

SMILES	POLB inh	RXFP1 antag	APE1 inh	POLI inh	POLH inh	POLK inh	BLM helicase inh	Anesthetic bind	PGK inhibitor
O=C(O)CSc1nc2ccc(NC(=O)COc3ccc(Cl)cc3)cc2s1	25.1µM*	-4.7	·	79.4µM*	11.2µM*	?	-8.5%	4.6%	?
CCOc1ccccc1NC(=O)c1c(NC(=O)c2cccc(C)c2)sc2c1CCC2	4.5%	-5.0	·	39.2%	-18.8%	-5.5%	-2.7%	-4.4%	-5.9%
CN1/C(=C\C(=O)COC(=O)c2ccc(O)cc2)C(C)(C)c2ccccc21	-0.2%	-36.8	-7.1%	13.6%	-26.8%	2.0%	-9.7%	-3.5%	3.5%
Cc1ccc(S(=O)(=O)N2CCN(S(=O)(=O)N3CCC(C)CC3)CC2)c(C)c1	-20.1%	-11.9	59.6%[activator]	40.5%[activator]	-15.5%	2.1%	-1.6%	-5.3%	-0.1%
COc1cc(C2CC(=O)Nc3c2c(=O)nc2c(C)cccn32)cc(OC)c1OC (stereo not drawn)	32.1%&11.7%	1.2	-9.8%	-10.6%&3.4%	-3.2%&3.1%	3.3%[60.1 µM]	-3.3%&-8.3%	-3.7%&4.4%	8.7%&-8.3%
O=C(CCS(=O)(=O)c1ccc2c(c1)NC(=O)CS2)NCc1ccccc1Cl	0.2%	2.2	26.1%	32.6%[activator]	-19.3%	1.3%	2.7%	-9.9%	-6.0%
Cc1ccc2cc(C#N)c(SCC(=O)N3CCCC3)nc2c1	-5.0%	-15.1	-1.8%	72.8%[activator]	-10.1%	11.6%	-0.5%	-4.4%	-1.3%
CCCCC(C)(O)C/C=C/[C@H]1[C@H](O)CC(=O)[C@@H]1CCCCCCC(=O)O (stereo partly drawn)	·	·	-3.5%&2.1%	·	·	6.1%[19.4 µM]	7.7%	3.1%	·
Cc1ccc(C(=O)N/C(=C\c2ccco2)C(=O)N2CCCCC2)cc1	17.5%	9.6	25.3%	33.5%[activator]	-20.4%	-6.8%	2.1%	-5.1%	-1.8%
COc1ccc(C2SCC(=O)N2c2ccc(OC)cc2)cc1 (stereo not drawn)	-0.6%	5.5	-2.1%	-20.4%	-1.0%	-7.0%	-5.5%	-3.0%	-6.4%
NC(=O)C1CCN(C(=O)c2ccccc2CCc2ccccc2)CC1	63.4%	2.9	-4.4%	12.5%	-1.1%	-18.0%	-0.7%	-5.6%	1.5%
O=C(/C=C/c1cccnc1)c1ccc(NC(=O)c2cccc(Br)c2)cc1	20.3%	1.6	-5.3%	3.8%	5.6%	-2.2%	-5.9%	-8.2%	8.6%
Cc1cc(C)cc(Nc2ncnc3onc(-c4ccc(F)cc4)c23)c1	1.1%	-25.0	·	-10.6%	2.8%	-12.5%	-4.0%	-22.7%	i
CCOC(CNC(=O)C1CCN(S(=O)(=O)c2ccc3nc4c(c(C(=O)O)c3c2)CCCCC4)CC1)OCC	37.7%	11.1	15.7%	-17.8%	-9.3%	-1.3%	-1.5%	-11.1%	-3.9%
COc1ccccc1NS(=O)(=O)c1cccc(C(=O)OCC(=O)Nc2cc(C)on2)c1	9.0%	-3.4	?	11.3%	-12.5%	-12.6%	-5.2%	-23.5%	-3.8%
CCOc1ccc(NC(=O)c2ccc3c(c2)c(C)c(C)n3Cc2ccc(F)cc2)cc1	-18.8%	-3.9	·	0.3%	-13.2%	-26.4%	-3.6%	29.1%	i
CN1CCCN(S(=O)(=O)c2ccccc2)c2nc3ccccc3nc21	·	-12.8	-13.2%	7.6%	-9.2%	-18.5%	·	·	-1.3%
Cc1ccccc1NC(=O)C1CCN(S(=O)(=O)c2c(C)noc2/C=C/c2ccco2)CC1	41.1%[activator]	-3.3	·	-12.5%	8.2%	3.6%	-4.7%	-9.7%	-2.8%
Cc1ccc(CN2C(=O)c3oc4ccc(C)cc4c(=O)c3C2c2ccc(O)cc2)cc1 (stereo not drawn)	1.2%	3.3	·	-21.6%	-9.6%	-9.3%	-1.0%	4.4%	i
c1nc(NCCN2CCOCC2)c2cc(-c3ccc4c(c3)OCO4)ccc2n1	·	·	?	·	·	-8.5%[60.1 µM]	-4.1%	2.2%	·

6 of the compounds above, as comma-separated lines.
smiles,POLB inh,RXFP1 antag,APE1 inh,POLI inh,POLH inh,POLK inh,BLM helicase inh,Anesthetic bind,PGK inhibitor
Cc1cc(C)cc(Nc2ncnc3onc(-c4ccc(F)cc4)c23)c1,1.1%,-25.0,·,-10.6%,2.8%,-12.5%,-4.0%,-22.7%,i
CCOC(CNC(=O)C1CCN(S(=O)(=O)c2ccc3nc4c(c(C(=O)O)c3c2)CCCCC4)CC1)OCC,37.7%,11.1,15.7%,-17.8%,-9.3%,-1.3%,-1.5%,-11.1%,-3.9%
COc1ccccc1NS(=O)(=O)c1cccc(C(=O)OCC(=O)Nc2cc(C)on2)c1,9.0%,-3.4,?,11.3%,-12.5%,-12.6%,-5.2%,-23.5%,-3.8%
CCOc1ccc(NC(=O)c2ccc3c(c2)c(C)c(C)n3Cc2ccc(F)cc2)cc1,-18.8%,-3.9,·,0.3%,-13.2%,-26.4%,-3.6%,29.1%,i
CN1CCCN(S(=O)(=O)c2ccccc2)c2nc3ccccc3nc21,·,-12.8,-13.2%,7.6%,-9.2%,-18.5%,·,·,-1.3%
Cc1ccccc1NC(=O)C1CCN(S(=O)(=O)c2c(C)noc2/C=C/c2ccco2)CC1,41.1%[activator],-3.3,·,-12.5%,8.2%,3.6%,-4.7%,-9.7%,-2.8%

Following part.
SMILES	POLB inh	RXFP1 antag	APE1 inh	POLI inh	POLH inh	POLK inh	BLM helicase inh	Anesthetic bind	PGK inhibitor
O=C(N/N=C/c1ccc2ncccc2c1)c1cc(-c2cccs2)nc2ccccc12	3.1%	2.4	-3.8%	13.2%	-2.2%	-9.8%	-1.5%	5.6%	-4.1%
Cc1ccc(NC(=O)CN2C(=O)COc3ccc(S(=O)(=O)N4CCOCC4)cc32)c(Cl)c1	7.3%	4.3	·	?	-17.0%	-31.8%	3.1%	-11.4%	8.9%
Cc1ccc(NC(=S)NC2CCCC2)cc1C	15.6%	5.8	1.6%	13.3%	-21.8%	-7.2%	2.0%	-18.3%	-12.7%
CC1CCN(CCOCCOc2ccc(Cl)cc2Br)CC1	19.0%	26.2	-0.9%	-22.3%	-6.4%	-18.3%	-3.3%	-17.3%	·
Cc1ccc(S(=O)(=O)N(C)C)cc1NC(=O)CCc1ccccc1	-25.5%	3.7	-1.7%	40.2%	-14.0%	11.0%	0.1%	-16.8%	i
O=C(NNc1cc(Cl)cc(Cl)c1)C1CCC1	19.3%	-13.1	0.9%	54.7%[activator]	-7.5%	-3.0%	0.5%	-8.2%	i
CC1(C)C=Cc2cc3ccc(=O)oc3cc2O1	?	4.2	-14.3%&-1.9%	-4.5%	-9.1%	1.3%[60.1 µM]	-5.2%&0.9%	75.2%&38.2%[activator]	9.8%
Cc1cccc(N2CCN(Cc3nc(-c4cccc(Oc5ccccc5)c4)oc3C)CC2)n1	-0.3%	16.8	-1.3%	-7.3%	-11.0%	-7.0%	-9.6%	-6.9%	0.3%
C=CCn1c(SCCN2C(=O)c3ccccc3C2=O)nc2scc(-c3ccccc3)c2c1=O	18.0%	-3.6	14.0%	18.9%	7.7%	-5.4%	-1.8%	-6.9%	-4.8%
COc1ccc(CN(C)CC(=O)Nc2ccccc2C(=O)NC2CC2)cc1	·	5.5	-13.4%	-19.5%	-13.0%	10.7%	·	·	-8.8%
CS(=O)(=O)N1N=C(c2ccccc2)CC1c1ccc2nccnc2c1 (stereo not drawn)	15.7%	·	-1.1%	14.1%	-16.6%	1.7%	0.7%	-13.6%	i
O=S(=O)(c1ccc2ccccc2c1)N1CCCCC1	-14.2%	-13.3	1.4%	-4.2%	-14.5%	-2.9%	-7.1%	?	i
COc1ccc(/C=N/NC(=O)C(=O)N2CCN(c3ccccc3OC)CC2)cc1	29.6%	15.3	-0.2%	133.1%[activator]	-13.4%	6.8%	-5.3%	-16.9%	-8.4%
O=C(O)C1C2C=CC(C2)C1C(=O)NCCCc1ccccc1 (stereo not drawn)	24.9%	-7.8	1.6%	16.2%	-6.7%	-8.6%	0.3%	-13.7%	-0.9%
Cc1cc(C)cc(NC(=O)C(Nc2ccccc2)c2ccccc2)c1 (stereo not drawn)	-0.7%	-10.0	-8.0%	?	-6.1%	-93.7%	-7.5%	-10.0%	-6.8%
CCOC(=O)c1c(NC(=O)C(C)Sc2c[nH]c3ccccc23)sc2c1CCC2 (stereo not drawn)	-3.7%	-27.1	-4.2%	-15.4%	-22.4%	-8.8%	-11.5%	-2.6%	1.2%
Cc1ccc(NC(=S)NCC23C=CC(O2)C2C(=O)N(c4ccc(C)cc4)C(=O)C23)cc1 (stereo not drawn)	?	·	-4.9%	-8.1%	-9.6%	-3.6%	-4.9%	-8.7%	3.1%
CCc1nnc2c(NCc3ccccc3)nc3ccccc3n12	4.2%	-5.4	·	28.4%	-18.2%	0.0%	-7.2%	3.2%	-9.6%
CCC(c1nnnn1CCc1ccccc1)N(Cc1ccco1)Cc1cc2c(C)ccc(C)c2[nH]c1=O (stereo not drawn)	-13.0%	-13.3	1.7%	4.3%	-2.2%	-4.8%	-4.1%	-10.4%	-5.3%
O=C(Nc1ccccc1Cl)c1cc[n+]([O-])cc1	4.3%	-5.2	-1.5%	8.6%	-5.9%	5.5%	-3.7%	-3.7%	i
CCOC(=O)c1csc(NC(=O)C2=COCCO2)n1	?	0.2	12.5%	26.2%	-10.6%	18.2%	3.9%	-6.4%	i
COc1ccc(CN=C(Nc2ccccc2)SC2CC(=O)NC2=O)cc1 (stereo not drawn)	-19.8%	1.6	1.3%	22.7%	-2.2%	-15.5%	-11.2%	-11.5%	-2.6%
COC(=O)C1=C(C)N(Cc2ccccc2)C(=NCc2ccc(OC)cc2)N[C@H]1c1ccccc1	38.9%	·	-0.8%&-2.3%	-16.3%	?	-4.9%	-11.1%	-16.9%	0.4%
CCC(CC)C(=O)N1CCN(c2cccc(C)c2C)CC1	32.6%	-5.4	-1.0%	-1.7%	-20.9%	-5.5%	-5.1%	-17.1%	-8.8%
